EPAC1 antagonist: antagonists of human EPAC1. O95398. EPAC1 GEF assay, Rap1b-BODIPY-GDP exchange fluorescence. Potency, µM (doses to about 115 µM), inactives show top-dose activity change, negative = inhibition, usual class: inhibitors. 360,000 tested, 0.14% active. AID 720709;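 note: potency is the fitted concentration of half-maximal effect; plate controls were vehicle for no effect and positive control for full effect; nearly all actives have a fitted effect of over 50% in size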
FUS suppressor: FUS proteinopathy suppression in yeast | 390,000 tested, 0.24% active | AID 1347120 | S. cerevisiae FUS-expressing, growth rescue, OD600, 24 h | Potency, µM (series often up to 76.6 µM), inactives show at the highest dose growth rescue (activation), most hits filed as activators;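 note: potency is the fitted concentration of half-maximal effect; plate controls were DMSO vehicle for no effect and reference control for full effect; nearly all actives have a fitted effect of over 55% in size; some results filed as inactive show a strong effect at the top dose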
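Absorbance at 600 nm, taken 24hr after compound addition, measured rescue of FUS-yeast growth at 30C. Induction used 2% galactose with seeding at OD 0.005. Controls: CP55940 from 92uM final, DMSO only.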
IL-2 act: activates IL-2 in a cell-based reporter assay; AID 652025; 360,000 tested, 0.065% active; IL-2 activation reporter assay, cell-based qHTS; stimulated with anti-CD3/CD4/CD28 beads; in transgenic mouse T cells; activation, % (series mostly up to about 46 µM); in the data active = activation above about 50%; inconclusive = mostly about 30% to 49%; note: 0% is about no effect
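Unstimulated transgenic mouse T cells, 750 per well, received compound and, after 60 minutes, anti-CD3/anti-CD4 bead plus anti-CD28 stimulation. EGFP and DsRed were quantified after 18 hours.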
PLK1 PBD block: PLK1 (human) polo-box domain binding inhibition | AID 720504 | Plk1 PBD binding of FITC phosphopeptide, fluorescence polarization | 360,000 tested, 2.8% active | Potency, µM, for inactives: max response, negative = inhibition, most hits filed as inhibitors | P53350; note: potency is the fitted concentration of half-maximal effect; series mostly up to about 57 µM; % is set by controls: 0 for no effect and ±100 for the full control effect; nearly all actives have a fitted effect of over 65% in size
Target sequence (P53350 whole entry, looked up, the tested form may be a part): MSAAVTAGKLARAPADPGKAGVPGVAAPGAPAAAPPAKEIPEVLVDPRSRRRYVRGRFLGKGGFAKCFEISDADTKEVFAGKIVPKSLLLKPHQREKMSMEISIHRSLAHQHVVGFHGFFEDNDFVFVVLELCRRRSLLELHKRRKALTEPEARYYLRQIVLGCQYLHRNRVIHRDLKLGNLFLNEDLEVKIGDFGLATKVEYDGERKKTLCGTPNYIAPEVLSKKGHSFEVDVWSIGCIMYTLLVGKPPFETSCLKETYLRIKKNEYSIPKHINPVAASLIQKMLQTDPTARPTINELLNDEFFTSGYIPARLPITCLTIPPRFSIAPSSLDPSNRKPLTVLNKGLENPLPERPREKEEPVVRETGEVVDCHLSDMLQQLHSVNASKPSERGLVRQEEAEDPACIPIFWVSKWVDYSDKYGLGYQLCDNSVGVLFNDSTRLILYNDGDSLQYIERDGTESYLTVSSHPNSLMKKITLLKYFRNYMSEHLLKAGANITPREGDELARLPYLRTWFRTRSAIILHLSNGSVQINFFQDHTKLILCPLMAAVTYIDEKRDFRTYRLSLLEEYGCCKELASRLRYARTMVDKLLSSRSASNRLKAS
aSyn rescue: rescues yeast growth from alpha-synuclein toxicity; 370,000 tested, 0.14% active; Potency, µM (top dose mostly 46.1 µM), inactives show at the highest dose growth rescue (activation), actives largely listed as activators; Yeast expressing alpha-synuclein, growth rescue, BacTiter-Glo, 24 h; note: potency is the fitted concentration of half-maximal effect; % of control where 0% means no effect; nearly all actives have a fitted effect of over 65% in size
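Rescue of yeast growth: cells expressing toxic alpha-synuclein, induced in galactose at OD600 0.02, incubated with compound 24 h at 30 C. ATP luminescence quantified growth; inhibitors of toxicity appear as activators.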
Abeta yeast res: compounds reversing amyloid beta toxicity in yeast | Potency, µM (top dose mostly 46.1 µM), for inactives: at the top dose growth rescue, actives largely listed as activators | 410,000 tested, 0.063% active | yeast expressing A-beta42, growth rescue, OD600, 48 h; response scale: 0% DMSO, 100% iron-clioquinol control; note: potency is the fitted concentration of half-maximal effect; nearly all actives have a fitted effect of over 55% in size
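Yeast A-beta toxicity model in growth medium with pinned compounds, 48 h at 30 C; growth read as absorbance at 600 nm. Normalized to FeCl3/clioquinol equimolar mix (positive) and DMSO (negative).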
PI5P4K alpha inh: inhibitors of human PI5P4K alpha; max response, %; 330,000 tested, 1.2% active; P48426; PI5P4Kalpha enzyme, ADP-Glo luminescence, 60 min; hits give low values; AID 652105; active = max response of -50% or lower; inconclusive = between -30% and -50%; inactive = -30% or higher; note: value at the top dose of about 77 µM; % is set by controls: 0 for no effect and ±100 for the full control effect
Target sequence (P48426 whole entry, looked up): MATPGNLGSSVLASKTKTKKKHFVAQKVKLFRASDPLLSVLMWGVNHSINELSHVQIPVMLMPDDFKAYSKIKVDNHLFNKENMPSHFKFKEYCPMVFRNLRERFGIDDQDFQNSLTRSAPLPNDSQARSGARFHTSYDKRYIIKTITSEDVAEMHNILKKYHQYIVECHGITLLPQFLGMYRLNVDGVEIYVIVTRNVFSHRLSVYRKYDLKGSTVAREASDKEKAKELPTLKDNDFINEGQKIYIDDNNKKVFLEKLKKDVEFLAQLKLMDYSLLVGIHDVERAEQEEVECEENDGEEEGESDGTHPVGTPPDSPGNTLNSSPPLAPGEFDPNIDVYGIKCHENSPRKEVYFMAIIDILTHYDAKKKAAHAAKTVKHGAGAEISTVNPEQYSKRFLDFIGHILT
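Reactions run in 0.038 M HEPES pH 7.4, 0.28 mM EGTA, 0.1% CHAPS and 5% DMSO, with PI5P4Kalpha, substrate, compound and 5 microM ATP final, one hour at room temperature. Readout is ADP-Glo luminescence.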
WRN helicase inh: inhibitors of human WRN helicase | 360,000 tested, 0.46% active | Q14191 | AID 651768 | WRN helicase unwinding, fluorescent forked duplex, kinetic | Potency, µM (top dose mostly 114 µM), inactives show top-dose activity change, negative = inhibition, most hits filed as inhibitors; note: potency is the fitted concentration of half-maximal effect; % is set by controls: 0 for no effect and ±100 for the full control effect; nearly all actives have a fitted effect of over 55% in size
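WRN at 20 nM final preincubated with compound 15 min at room temperature; reaction started with 100 nM fluorophore/quencher forked duplex oligonucleotide and 2 mM ATP final. Unwinding followed kinetically by red fluorescence (ex 525, em 598 nm).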
EPAC1 agonist: activates human EPAC1 exchange factor. EPAC1 agonist qHTS, biochemical assay; response scale: 100% = response to 6.5 mM cAMP. Potency, µM (top dose mostly 154 µM), for inactives: top-dose activation, usual class: activators. 360,000 tested, 0.073% active. AID 720707; note: potency is the fitted concentration of half-maximal effect; nearly all actives have a fitted effect of over 60% in size
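Normalized to 6.5 mM cAMP, activity reflects EPAC1-catalysed release of BODIPY-GDP from Rap1B, followed kinetically over 30 min at 480 nm excitation, 540 nm emission. Reaction contained 100 nM EPAC1, 250 nM Rap1B-BODIPY-GDP, 50 uM GDP.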
The depositor's hits bear a star; ? = inconclusive; . = no result given; & = joins results of further samples; [ ] = remark or other dose. Unless noted, calls come from the whole dose curve; as a rule, active = well fitted curve in the direction sought with a large enough effect; inconclusive = small, poorly fitted or top-dose-only effect, or another doubt; inactive = no such curve, though single readings can be large; an effect the other way counts as inactive or inconclusive.

SMILES | EPAC1 antagonist | FUS suppressor | IL-2 act | PLK1 PBD block | aSyn rescue | Abeta yeast res | PI5P4K alpha inh | WRN helicase inh | EPAC1 agonist
CS(=O)(=O)Nc1ccc(-c2cccc3nccn23)cc1 | 0% | -27% | -0.1 | -5% | -2% | -5% | 0 | -2% | 5%
Clc1nc(Oc2ccccc2)nc(-c2cn(-c3ccccc3)c3ccccc23)n1 | 0% | 28% | 0.3 | -15% | 0% | -3% | -10 | -11% | -5%
CCCC(=O)c1ccc(N2CCN(C(=O)OCC)CC2)c(F)c1 | -3% | 9% | -2.1 | -7% | -6% | -22% | . | -7%[57.1 µM] | -5%
COc1ccc(Oc2nccc(-c3ccccc3)c2C#N)cc1 | -15% | -26% | 0.4 | 1% | 4% | -18% | -2 | -3% | 4%
CC(C)Oc1ccc(Nc2ncnc3ccccc23)cc1 | -1% | 48% | -2.7 | -7% | -5% | -10% | -17 | -1% | -1%
Cc1cc(C)c(C#N)c(N2CCN(Cc3ccc4c(c3)OCO4)CC2)n1 | 13% | 9% | -2.5 | -11% | -9% | -14% | -10 | 1% | 9%
O=C(CN1C(=O)/C(=C/c2ccccc2)Sc2ccccc21)NCCCN1CCOCC1 | -12% | -4% | -3.3 | -9% | 1% | 16% | -5 | -1% | 0%
O=S(=O)(c1ccccc1)N1CCN(c2nnnn2-c2ccccc2)CC1 | -6% | -1% | -2.1 | 1% | 3% | 7% | 0 | -3% | 1%
CC(=O)Nn1cc2c(=O)n(C)c(=O)n(C)c2c1 | 10% | 9% | -0.4 | -1% | -12% | 8% | . | -2% | -1%
O=C(CCNC(=O)c1ccco1)Nc1ccc(Cl)c(C(F)(F)F)c1 | -8% | -15% | 1.7 | -1% | 1% | 3% | -9 | -9% | -1%
CCOC(=O)c1c(C)oc(/N=C/c2ccccc2O)c1C#N | -1% | -27% | -0.6 | -3% | 6% | 23% | 0 | 2% | -3%
CC(=O)OCC(OC(C)=O)C(OC(C)=O)C(OC(C)=O)C(=O)Nc1ccccc1C (configuration not stated) | 2% | 35% | -1.0 | -9% | 0% | -12% | 0 | -3% | 5%
O=C(NCCc1cccc(F)c1)C1CCN(S(=O)(=O)c2ccccc2)CC1 | -21% | 11% | 0.9 | -10% | -2% | -4% | -8 | 2% | 0%
CCCNC(=O)C(NS(=O)(=O)c1cccc2nsnc12)c1ccccc1 (configuration not stated) | -1% | 23% | 4.4 | -5% | -9% | -7% | . | 6% | 10%
CS(=O)(=O)Cc1ccc(C(=O)NC2CCCc3ccccc32)cc1 (configuration not stated) | 4% | 1% | -0.1 | -11% | -2% | -1% | 5 | -2% | 10%
COc1ccccc1CC(=O)N1CCN(c2ccc(F)cc2)CC1 | -9% | -9% | 0.3 | 0% | 13% | ? | 2 | -21% | 3%
CCOc1cc(CN2CCN(c3ncccn3)CC2)ccc1OC | -10% | -7% | -0.2 | 4% | -6% | 12% | -8 | -8% | -2%
CN1CCC(=NNC(=O)c2cc(-c3ccc(Cl)cc3)n[nH]2)CC1 | 0% | 3% | -0.3 | -12% | -6% | -4% | 0 | 0% | -1%
Cc1ccc(C)c(NC(=O)C2CCCN2S(=O)(=O)c2ccc3c(c2)n(C)c(=O)c(=O)n3C)c1 (configuration not stated) | -30% | 5%&-1% | 8.3 | -2% | 2% | -9%&4% | -2 | 0% | 6%
CCCCC(=O)Nc1ccc(NC(=S)NC(=O)c2cccs2)cc1OC | -6% | . | -0.7 | -7% | -16% | 0% | -4 | 11% | -5%
CCOc1ccccc1N(CC(=O)OC)S(C)(=O)=O | 11% | -2% | -0.8 | -2% | 0% | 12% | . | 0% | -8%
CNCCCC1Sc2ccccc2Oc2ccccc21 (configuration not stated) | -25% | 25% | -3.5 | -9% | -1% | 9% | 7 | 11%[57.1 µM] | 6%
CCOC(=O)N1CCN(c2ccc(C(F)(F)F)cn2)CC1 | 5% | -6% | -0.4 | 2% | 5% | 5% | 2 | -30%[57.1 µM] | 1%
C/C(Cn1nnc([N+](=O)[O-])n1)=N\NC(=O)c1ccc(O)cc1O | -18% | -9% | -0.4 | -10% | 1% | ? | -1 | -7% | -8%
CC(=O)c1cccc(-c2ccnc3c2CC(C(=O)Nc2ccc(C(C)C)cc2)O3)c1 (configuration not stated) | -3% | 42% | -0.3 | -4% | 11% | ? | -1 | 7%[57.1 µM] | -2%

(continued)
SMILES | EPAC1 antagonist | FUS suppressor | IL-2 act | PLK1 PBD block | aSyn rescue | Abeta yeast res | PI5P4K alpha inh | WRN helicase inh | EPAC1 agonist
CCOc1ccc(CCNC(=O)CCC(=O)N2CCOc3ccccc32)cc1OCC | 14% | 2% | -1.7 | -7% | 0% | 2% | 8 | -2% | -2%
CN1C(=O)[C@H]2[C@@H](c3ccc(C(F)(F)F)cc3)N[C@]3(CCCN(Cc4ccc(C(F)(F)F)cc4)C3=O)[C@H]2C1=O | -15% | 43% | -1.5 | -2% | -5% | ? | 0 | -2% | -23%
COc1ccc(C(C(C(=O)c2cccs2)N2CCOCC2)N2CCOCC2)cc1OC (configuration not stated) | 0% | 24% | -1.9 | -23% | -3% | -8% | -2 | -9% | 4%
C=CCN(CC=C)S(=O)(=O)c1ccc2nc(NC(=O)C3CCCO3)sc2c1 (configuration not stated) | 7% | 15% | 4.4 | -20% | ? | -4% | -29 | -10% | 9%
CCCc1cc(-c2[nH]ncc2-c2ccc3c(c2)OCCCO3)c(O)cc1O | 0% | ? | -1.4 | -1% | -2% | 6% | . | -8% | 26%
O=C(NCc1cccnc1)c1nc(-c2ccc(C(F)(F)F)cc2)no1 | -6% | . | -6.0 | -1% | -6% | 0% | -5 | -21% | -16%
CCOC(=O)C1=C(C)NC2=C(C(=O)CCC2)C1c1coc2ccccc2c1=O (configuration not stated) | 3% | -3% | 1.5 | -2% | 0% | 13% | . | -3%[57.1 µM] | 0%
CCOC(=O)c1sc2nc(C)nc(NCc3ccccc3)c2c1C | -12% | -6% | -0.5 | -3% | 6% | 0% | 6 | -1% | 3%
CCCN(CCC)C(=O)CC(c1ccccc1)C1CCOC(C)(C)C1 (configuration not stated) | 6% | 16% | -4.2 | -4% | -10% | -3% | 4 | 7% | -7%
CCOC(=O)CNC(=O)C(CC(C)C)NC(=O)C1CCCCC1 (configuration not stated) | -2% | 16% | 0.7 | -1% | -1% | 14% | . | 5% | 10%
CCCCc1ccc(NC(=O)C(=O)NCCN2CCN(C(=O)c3ccc([N+](=O)[O-])cc3)CC2)cc1 | -8% | 4% | -0.6 | -9% | 1% | 5% | 7 | 4% | 9%
O=C(CSCc1cccs1)N1CCCC1 | -3% | -14% | -0.3 | -23% | 1% | -9% | 2 | -6% | 2%
Cc1ccccc1NC(=S)N(C)Cc1cn(C)c2ccccc12 | -5% | . | -0.4 | 0% | 10% | 1% | -2 | 3% | -6%
NC(=O)c1ccc(N2CCN(c3ccccc3F)CC2)c([N+](=O)[O-])c1 | -4% | 9% | -1.3 | -11% | 2% | -16% | 3 | 5% | -9%
N#Cc1cccc(NC(=O)c2ccccc2C(=O)O)c1 | 4% | 7% | -2.4 | -9% | -1% | 6% | . | 4% | -5%
CCOC(=O)N1CCN(S(=O)(=O)c2cc(OCC(=O)NC3CCCCC3)c(C)cc2Cl)CC1 | -6% | 36% | -0.6 | -9% | . | 4% | -2 | 5% | -12%
CCOc1ccc(S(=O)(=O)N2CCC(C(=O)NC3CCCC3)CC2)cc1 | -1% | 4% | -0.1 | -1% | 2% | -11% | 3 | -5% | 4%
Cc1cccc(NC(=S)N2CCn3cccc3C2c2cccnc2)c1 (configuration not stated) | -8% | . | -0.4 | -10% | 8% | ? | 1 | 4% | 10%
CCCCCCCCNS(=O)(=O)CCNC1CC1 | 5% | -24% | -0.1 | -6% | 7% | -4% | 4 | 7% | -15%

Nothing new here: an excerpt of the list.
SMILES | EPAC1 antagonist | FUS suppressor | IL-2 act | PLK1 PBD block | aSyn rescue | Abeta yeast res | PI5P4K alpha inh | WRN helicase inh | EPAC1 agonist
CCOC(=O)CNC(=O)C(CC(C)C)NC(=O)C1CCCCC1 (configuration not stated) | -2% | 16% | 0.7 | -1% | -1% | 14% | . | 5% | 10%
CCCCc1ccc(NC(=O)C(=O)NCCN2CCN(C(=O)c3ccc([N+](=O)[O-])cc3)CC2)cc1 | -8% | 4% | -0.6 | -9% | 1% | 5% | 7 | 4% | 9%
O=C(CSCc1cccs1)N1CCCC1 | -3% | -14% | -0.3 | -23% | 1% | -9% | 2 | -6% | 2%
Cc1ccccc1NC(=S)N(C)Cc1cn(C)c2ccccc12 | -5% | . | -0.4 | 0% | 10% | 1% | -2 | 3% | -6%
NC(=O)c1ccc(N2CCN(c3ccccc3F)CC2)c([N+](=O)[O-])c1 | -4% | 9% | -1.3 | -11% | 2% | -16% | 3 | 5% | -9%
N#Cc1cccc(NC(=O)c2ccccc2C(=O)O)c1 | 4% | 7% | -2.4 | -9% | -1% | 6% | . | 4% | -5%
CCOC(=O)N1CCN(S(=O)(=O)c2cc(OCC(=O)NC3CCCCC3)c(C)cc2Cl)CC1 | -6% | 36% | -0.6 | -9% | . | 4% | -2 | 5% | -12%
CCOc1ccc(S(=O)(=O)N2CCC(C(=O)NC3CCCC3)CC2)cc1 | -1% | 4% | -0.1 | -1% | 2% | -11% | 3 | -5% | 4%
Cc1cccc(NC(=S)N2CCn3cccc3C2c2cccnc2)c1 (configuration not stated) | -8% | . | -0.4 | -10% | 8% | ? | 1 | 4% | 10%
CCCCCCCCNS(=O)(=O)CCNC1CC1 | 5% | -24% | -0.1 | -6% | 7% | -4% | 4 | 7% | -15%
